# CCHFV vOTU inh: CCHFV vOTU protease inhibitors, primary screen, biochemical, Pep-AMC substrate, fluorescence; Crimean-Congo hemorrhagic fever virus L polyprotein viral ovarian tumor (vOTU) protease …; inhibition, % at 11.5 µM; actives 0.55% (n = 370,000); AID 651958, 2012; in the data active = inhibition above about 30%; note: 0% = vehicle wells with enzyme and 100% = no enzyme wells
# PrPC TRFRET: inhibitors of human cell surface prion protein PrPC, primary screen, cell-based, TR-FRET; inhibition, % at 13.8 µM; actives 0.43% (n = 370,000); TR-FRET read-out; AID 720596, 2013; in the data active = inhibition above about 24%; note: 0% = median of the test wells and 100% = reference compound wells
# PriA SSB inh: inhibitors of Klebsiella pneumoniae PriA binding to SSB C-terminal tail, primary screen, biochemical, AlphaScreen. PriA–SSB C-terminal tail interaction (Klebsiella pneumoniae). AlphaScreen SSBct-PriA binding, biotinylated peptide. inhibition, % at 33 µM. actives 0.6% (n = 430,000). AID 1272365, 2023; in the data active = inhibition mostly above about 37%, no sharp cut-off; inactive = mostly below about 20%;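 note: plate controls were negative control peptide for no effect and reference peptide for full effect; strong numbers were not always called active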
# VHR inh abs: VHR1 phosphatase inhibitors, primary screen, biochemical, absorbance, uHTS; Dual specificity protein phosphatase 3 (Homo sapiens), P51452; recombinant VHR phosphatase, pNPP absorbance; inhibition, % at 13.3 µM; actives 0.52% (n = 290,000); AID 1654, 2009; in the data active = inhibition above about 50%; note: some compounds called inactive have numbers as strong as hits
# Target sequence (P51452 whole entry, looked up): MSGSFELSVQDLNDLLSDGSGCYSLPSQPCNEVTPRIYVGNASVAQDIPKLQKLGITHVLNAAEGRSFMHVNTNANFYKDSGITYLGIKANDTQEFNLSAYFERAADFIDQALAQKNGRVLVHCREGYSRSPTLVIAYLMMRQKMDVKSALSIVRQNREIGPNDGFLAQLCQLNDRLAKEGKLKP
# SARS 3CLpro inh: SARS-CoV 3CLpro protease inhibitors, primary screen, biochemical, quenched FRET | recombinant SARS-CoV 3CLpro, quenched FRET peptide cleavage | inhibition, % at 6 µM | actives 0.14% (n = 290,000) | AID 1706, 2009; in the data active = inhibition above about 12%
# MazF activator: activators of E. coli MazEF toxin-antitoxin RNase, primary screen, biochemical, fluorescence, uHTS. FAM/BHQ RNA-DNA oligo cleavage fluorescence, 5 h. activation, % at 20 µM. actives 0.32% (n = 350,000). AID 504720, 2011; in the data active = activation above about 50%
# Target sequence (P0AE70 whole entry, looked up): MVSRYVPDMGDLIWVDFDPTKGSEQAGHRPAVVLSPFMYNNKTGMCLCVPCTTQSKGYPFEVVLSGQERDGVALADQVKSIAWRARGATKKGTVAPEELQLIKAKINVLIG
# TcdB inh: TcdB glycohydrolase inhibitors, primary screen, biochemical, single point, plate reader. Toxin B (Clostridioides difficile), P18177. TcdB glycohydrolase enzymatic assay. inhibition, % at 9.99 µM. actives 0.24% (n = 350,000); in the data active = inhibition above about 10%
# Rv3671c inh: Rv3671c serine protease inhibitors, primary screen, biochemical, fluorescence polarization, M. tuberculosis H37Rv; P9WHR9; inhibition, % at 5.96 µM; actives 0.048% (n = 320,000); in the data active = inhibition above about 38%;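 note: extracellular domain of Rv3671c used as enzyme; 0% = enzyme with DMSO and 100% = no enzyme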
# Target sequence (P9WHR9 whole entry, looked up, the tested form may be a part): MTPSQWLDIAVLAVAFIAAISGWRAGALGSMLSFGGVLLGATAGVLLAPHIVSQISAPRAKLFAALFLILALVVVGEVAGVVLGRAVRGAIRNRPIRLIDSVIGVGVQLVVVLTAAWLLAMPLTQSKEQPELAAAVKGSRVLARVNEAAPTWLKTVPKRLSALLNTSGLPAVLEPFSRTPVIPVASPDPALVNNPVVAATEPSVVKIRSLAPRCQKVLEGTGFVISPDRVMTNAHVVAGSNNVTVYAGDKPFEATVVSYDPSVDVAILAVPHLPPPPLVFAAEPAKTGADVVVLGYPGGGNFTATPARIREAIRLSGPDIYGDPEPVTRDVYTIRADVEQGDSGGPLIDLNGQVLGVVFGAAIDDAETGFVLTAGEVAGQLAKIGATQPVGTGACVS
# Yp Topo-I inh: Yersinia pestis topoisomerase I inhibitors, primary screen, biochemical, cleavage product accumulation, plate reader, single point. activity, % at 10 µM. DNA topoisomerase I (Yersinia pestis CO92). Y. pestis Topo-I cleavage product accumulation. actives 0.064% (n = 360,000); in the data active = activity above about 50%, passing the limit was not always enough; note: inactives centre near 2
# BH1578 lux ind: inducers of Vibrio cholerae quorum light production without autoinducers, primary screen, BH1578 luxS cqsA deficient, single point. V. cholerae BH1578 lux reporter, luminescence, 6 h. activation, % at 18.7 µM. actives 0.16% (n = 350,000). AID 588436, 2011; in the data active = activation mostly above about 9.7%, no sharp cut-off; note: not every result past the cut was called active; inactives centre near 0; reference of the scale not given here
# Active calls of the source: *; i = inactive; / = not tested or not shown; & = joins results of further samples. Some of the compounds tested; the hit share may differ from the screen's.
SMILES,CCHFV vOTU inh,PrPC TRFRET,PriA SSB inh,VHR inh abs,SARS 3CLpro inh,MazF activator,TcdB inh,Rv3671c inh,Yp Topo-I inh,BH1578 lux ind
Cc1ccc(OCC(=O)NC(=S)Nc2ccccn2)c(Br)c1,3,6,-8&-10,38,-6,-28,2.3,-1,-1,-3.9
O=C(NCc1ccc2c(c1)OCO2)Nc1ccc2ccccc2c1,-12,4,-1,6,4,-17,0.6,7,0,-0.6
COc1ccc(CNC(=O)C2CC=CCC2C(=O)O)cc1OC (stereo not given),7,0,4,10,4,7,/,6,-2,-0.4
COc1cc(/C=C2\SC(N)=NC2=O)cc(Br)c1O,11,-20,/,34,3,-16,0.2,-4,-2,0.4
CC(C)Cc1nc2sc3c(=O)[nH]cnc3c2c2c1CCC2,-7,12,-11,8,5,5,/,-6,-4,i
COc1ccc(/C=C/C(=O)Nc2cc(C(F)(F)F)ccc2Cl)cc1OC,8,13,-10,-4,8,-1,/,-28,-5,-0.6
CSc1nc(N2CCOCC2)cc(N2CCOCC2)n1,12,7,2,7,0,-1,3.9,9,-1,-0.4
CC1=C(CC(=O)NCC(=O)NCC(=O)O)c2cc(F)ccc2/C1=C/c1ccc(S(C)=O)cc1 (stereo not given),-5,-29,-17,-8,-2,-9,0.7,/,3,i
CC(C(=O)Nc1cccc(C#N)c1)N(C)CCOc1ccccc1 (stereo not given),-14,5,-19,26,-5,0,-0.9,-8,8,-0.4
Cc1ccc(-c2csc(C(C#N)=C3CCCC3)n2)cc1,10,-3,-14,19,8,-8,/,7,5,-1.3
COc1cc2c(c3oc(=O)cc(CC(=O)O)c13)CCC(C)(C)O2,-49,-1,-15,-16,2,13,0.4,2,15,i
CN(Cc1ccc(F)cc1)C(=O)c1ccc(NC(=O)CC2SC(N3CCCC3)=NC2=O)cc1 (stereo not given),9,3,-24,/,/,7,1.1,6,9,-0.3
CCOc1cc2[nH]c(=S)n(CCCC(=O)N3CCC4(CC3)OCCO4)c(=O)c2cc1OCC,-2,9,3,27,-3,9,/,8,13,-0.2
Cc1csc(=O)n1CC(=O)OCC(=O)NCc1ccc(F)cc1,-7,-9,7,/,/,-4,1.0,3,10,i
CCCNc1c(NC(C)=O)c(=O)oc2ccccc12,-4,0,-5,-4,2,5,0.7,-3,-7,i
CCO[C@@H]1OC(C(=O)N2CCOCC2)=C[C@H](c2ccc(Br)cc2)[C@H]1CCCO,0,6,-12,-8,2,7,1.4&0.5,-5,5,i
COc1ccc(OCCNC(=O)C2(C)CCN2Cc2ccc3ccccc3c2)cc1 (stereo not given),5,6,/,/,/,/,-1.7,/,-7,-1.1
NS(=O)(=O)c1ccc(CCNCC(=O)NC2CC2)cc1,-4,-9,0,23,0,9,-0.3,-2,-8,-0.3
Cc1ccc([C@H]2C[C@H](O)[C@@H](n3cc(COC(=O)c4ccccc4)nn3)CN2C(=O)C2CCCCC2)cc1,9,-9,/,/,/,2,0.8,/,11,-0.4
CC(C)(C)OC(=O)N1CCC[C@H]1C(=O)NCC1CCC(C(=O)O)CC1 (stereo not given in full),-3,-3,-12,6,-1,-5,/,-4,-1,-0.1
COc1ccc(C)cc1C(=O)CCC(=O)NC1CCCCC1,-9,2,-16,26,3,6,1.8,-4,-1,-2.8
COCCN(C(=O)C(C)C)c1nnc(-c2ccc(C)cc2)s1,-2,1,-25,11,-1,2,/,1,10,-0.3
O=S(=O)(c1cccs1)n1nnc2ccccc21,3,-2,-6,-6,-3,-3,0.5,8,1,/
CCOC(=O)c1c(C)c(C(=O)N2CCN(c3ccc(F)cc3)CC2)c(C)n1C,-1,-3,2,-17,4,0,1.3,-4,13,i
CN(C)c1ccc(/C=C/C(=O)c2ccc3c(c2)OCCO3)cc1[N+](=O)[O-],4,-7,20,3,2,-7,0.1,3,10,i
COc1cccc(CNn2cnnc2)c1O,-10,9,-4,-5,3,18,-0.5,6,16,-1.4
COc1ccc(C(=O)N(c2ccc(OC)cc2)S(=O)(=O)c2cccs2)cc1,-11,5,-5,0,5,4,1.2,0,14,-0.2
NS(=O)(=O)c1ccc(CCNC(=O)COC(=O)/C=C/c2ccc(OC(F)F)cc2)cc1,-3,-5,-24,/,/,-4,0.6,/,-6,-0.9
c1ccc(-c2noc(-c3cccnc3)n2)nc1,5,7,-7,2,2,-2,/,-6,0,-0.3
Cc1ccccc1SCC(=O)OCC(=O)N1CC(=O)Nc2ccccc21,3,0,9,/,/,5,-0.6,5,7,-0.7
NNC(=O)c1nc(Cl)c(Cl)c(N)c1Cl,11,0,-8,13,0,7,0.0,-1,6,i
Cc1nc(CNS(=O)(=O)c2ccc3c(c2)CCCC3)cs1,0,6,-21&-3,16,6,8,1.6,1,3,0.4
CCOC(=O)c1sc(NC(=O)CSc2nc3c(c(=O)n2-c2ccc(C)cc2)SCC3)c(C(=O)OCC)c1C,0,7,2&-1,11,3,-23,0.0,8,11,-0.2
COC(=O)c1ccc(NC(=O)CCN2CCN(Cc3ccccc3)CC2)cc1,11,-5,5,13,1,3,/,7,-2,i
COC(=O)c1ccc(C(=O)Nc2ccc3nc(-c4cccnc4)[nH]c3c2)cc1,-19,-3,-6,10,4,-49,/,-24,-5,-0.3
Cc1cccc(-c2nc(CSCC(=O)NCc3cccs3)c(C)o2)c1,17,1,-2,4,2,-1,/,1,7,-3.1
N#Cc1ccc(/C=C/C(=O)c2ccccc2)cc1,4,8,-4,2,0,-3,-9.1,-3,10,-0.9
O=c1cc(CN2CCN(S(=O)(=O)/C=C/c3ccccc3)CC2)c2ccc(O)cc2o1,-190,-11,1,-4,-1,5,/,-12,1,-2.2
Nc1nnc(COc2ccc(Br)cc2Br)s1,-4,9,-8,3,2,-4,0.3,-10,0,-0.4
CCOc1cc(/C=N/NC(=O)CSc2nncn2C)ccc1OCc1ccccc1,-17,-9,/,-3,-3,-3,0.1,6,12,-0.4
COc1cccc(C2C(C(=O)c3cccs3)=C(O)C(=O)N2CCN(C)C)c1OC (stereo not given),-6,-1,-6,-25,-6,-1,/,6,-6,-1.4
CC(C)C(=O)Nc1ccc(C(=O)NNC(=O)c2cccs2)cc1,4,-4,7,8,-4,16,/,2,3,-0.4
c1ccc(OCCn2cnc3ccccc32)cc1,-1,2,-7,-1,-6,4,1.7,-2,9,0.6
COc1ccc(Nc2nc(N3CCN(S(=O)(=O)N(C)C)CC3)nc3ccccc23)cc1,-9,-3,-24,23,-7,-2,0.8,-2,-2,0.1
Cc1ccc(C(=O)N2CCN(Cc3ccccc3)CC2)cc1S(=O)(=O)N1CCOCC1,-5,-3,-2,/,/,3,0.3,/,9,-0.7
Cc1nn(C)cc1-c1cc(C(=O)O)c2ccccc2n1,-32,5,-1,4,-2,14,1.2,-4,7,-0.4
Cc1cc(C)c2c(N)c(S(=O)c3ccc(C(C)(C)C)cc3)sc2n1 (stereo not given),11,7,1,30,0,0,/,4,9,3.1
Cc1ccc(C2C(C(=O)O)c3ccccc3C(=O)N2C)o1 (stereo not given),-13,1,4,7,5,5,/,6,-6,0.9
O=C(OCc1ccccc1)c1cccnc1Cl,-5,14,-5,-6,2,0,-4.6,-9,0,-0.3
COc1cc2oc(=O)cc(-c3ccc(-c4ccc(CO)cc4)cc3)c2c(OC)c1OC,18,-25,-8,/,/,36,1.2,/,32,0.0
Clc1ccc(CNCCC2=CCCCC2)cc1,-12,6,-12,6,2,2,1.0,-4,3,-0.7
OC(CN1CCN(Cc2ccccc2)CC1)c1ccccc1 (stereo not given),-2,0,-8,-16,2,-6,0.7,-9,-4,-0.6
Fc1ccc(CN2CCSCC2)cc1Br,15,7,-6,41,1,7,/,5,-7,-2.9
COc1ccc(C2=NOC(C(=O)Nc3ccc(C(C)=O)cc3)C2)cc1OC (stereo not given),14,4,0,23,2,-1,/,-1,-5,-2.2
Cc1ccc(C(=O)OCC(=O)NCCc2ccccc2)cc1S(=O)(=O)N1CCOCC1,-1,-4,-11,/,/,8,3.2,-9,8,i
Cc1nn(CCc2n[nH]c(=S)n2C2CCCCC2)c(C)c1Br,-5,4,1,23,1,-3,/,-11,0,i
O=S(=O)(CCSc1nc2ccccc2s1)c1nc2ccccc2s1,1,1,-3,15,2,2,/,-4,4,-2.9
Cc1cc(NC(=O)C(C)SCC(=O)Nc2ccccc2OC(F)F)no1 (stereo not given),19,-1,-11,0,0,6,0.0,2,0,i
CCOc1ccc(CN(CCCl)CCCl)cc1C(=O)OC,/,/,-11,29,3,3,/,11,10,13
O=C(O)CC1(CC(=O)N2CCN(CCO)CC2)CCCC1,-6,0,-6,5,0,3,1.7,-2,5,i

# Carrying on.
SMILES,CCHFV vOTU inh,PrPC TRFRET,PriA SSB inh,VHR inh abs,SARS 3CLpro inh,MazF activator,TcdB inh,Rv3671c inh,Yp Topo-I inh,BH1578 lux ind
CCOC(=O)COc1ccc(/C=C2\C(=O)NC(=S)N(c3ccc(OC)cc3)C2=O)cc1OC,-11,5,5,-16,-1,-2,0.4,-8,11,i
CCc1sc(N(C(=O)Cc2ccccc2)c2ccccc2)nc1-c1ccccc1,-13,4,-2,-10,2,0,/,11,7,i
CCC(=O)N1CCN=C1SCc1ccccc1Cl,-10,-1,-16,46,-1,13,0.0,0,2,-0.6
COC(=O)c1sccc1-n1cccc1C(=O)N1CCOCC1,8,3,-16,0,0,7,/,-1,-4,-3.4
CCC(=O)Oc1oc(-c2ccccc2)nc1C=Nc1ccccc1OC,14,-1,-13,12,1,-2,/,2,4,-0.4
COc1ccc(OC)c2c(N)c(C#N)c(C(F)(F)C(F)(F)F)nc12,8,1,2,5,2,1,/,4,-3,-0.3
CCOc1ccccc1-c1cc(-c2ccc(OC)cc2)nc2c1c(=O)n(C)c(=O)n2C,-3,2,-4,13,/,2,/,-2,3,-4.2
CCCc1cc(=O)[nH]c(NCc2ccc(Cl)cc2)n1,18,3,-11,8,1,-11,/,-4,0,-0.3
CC(=O)Nc1ccc(NC(=O)C/C(C)=N/NC(N)=S)cc1,2,6,/,4,2,-2,-0.5,0,-2,i
Cc1ccc(CCNC(=O)c2cc(C)nn2-c2ccccc2)cc1,5,1,-8,4,-4,-1,-0.5,-6,-1,-0.3
CC(=O)Nc1nc2n(n1)C(c1ccc(Cl)cc1)C=C(C)N2 (stereo not given),-58,4,-4,8,1,0,/,6,3,2.8

# Another view of four compounds above.
> CCC(=O)Oc1oc(-c2ccccc2)nc1C=Nc1ccccc1OC
  CCHFV vOTU inh = 14 | PrPC TRFRET = -1 | PriA SSB inh = -13 | VHR inh abs = 12 | SARS 3CLpro inh = 1 | MazF activator = -2 | TcdB inh = / | Rv3671c inh = 2 | Yp Topo-I inh = 4 | BH1578 lux ind = -0.4

> CC(=O)Nc1nc2n(n1)C(c1ccc(Cl)cc1)C=C(C)N2 (stereo not given)
  CCHFV vOTU inh = -58 | PrPC TRFRET = 4 | PriA SSB inh = -4 | VHR inh abs = 8 | SARS 3CLpro inh = 1 | MazF activator = 0 | TcdB inh = / | Rv3671c inh = 6 | Yp Topo-I inh = 3 | BH1578 lux ind = 2.8

> CCOC(=O)COc1ccc(/C=C2\C(=O)NC(=S)N(c3ccc(OC)cc3)C2=O)cc1OC
  CCHFV vOTU inh = -11 | PrPC TRFRET = 5 | PriA SSB inh = 5 | VHR inh abs = -16 | SARS 3CLpro inh = -1 | MazF activator = -2 | TcdB inh = 0.4 | Rv3671c inh = -8 | Yp Topo-I inh = 11 | BH1578 lux ind = i

> Cc1ccc(CCNC(=O)c2cc(C)nn2-c2ccccc2)cc1
  CCHFV vOTU inh = 5 | PrPC TRFRET = 1 | PriA SSB inh = -8 | VHR inh abs = 4 | SARS 3CLpro inh = -4 | MazF activator = -1 | TcdB inh = -0.5 | Rv3671c inh = -6 | Yp Topo-I inh = -1 | BH1578 lux ind = -0.3
